Compound activity from PubChem.
Pf growth 48h = P. falciparum growth inhibition at 48 hours (one generation) | P. falciparum luciferase growth in erythrocytes, 48 h | Potency, µM (series often up to 28.7 µM), for the others: at the highest dose activity change, negative = inhibition, hits mostly inhibitors | 310,000 compounds, 5.9% hits | AID 504832; note: potency is the fitted concentration of half-maximal effect; % is set by controls: 0 for no effect and ±100 for the full control effect
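Luciferase-expressing parasites in RBCs, 2% Hct / 0.1% parasitemia final; RPMI 1640 + 0.5% Albumax; 37 C, 5% CO2, one generation; luminescence read-out, lower signal = inhibition.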
LmPK inhibitor = inhibitors of Leishmania mexicana pyruvate kinase; Q27686; Potency, µM (titrated, usually from 57.5 µM), for inactives: at the highest dose activity change, negative = inhibition, most hits filed as inhibitors; 290,000 compounds, 0.37% hits; purified LmPK, Kinase-Glo ATP luminescence, 1 h; note: potency is the fitted concentration of half-maximal effect; % is set by controls: 0 for no effect and ±100 for the full control effect
Target sequence (Q27686 whole entry, looked up): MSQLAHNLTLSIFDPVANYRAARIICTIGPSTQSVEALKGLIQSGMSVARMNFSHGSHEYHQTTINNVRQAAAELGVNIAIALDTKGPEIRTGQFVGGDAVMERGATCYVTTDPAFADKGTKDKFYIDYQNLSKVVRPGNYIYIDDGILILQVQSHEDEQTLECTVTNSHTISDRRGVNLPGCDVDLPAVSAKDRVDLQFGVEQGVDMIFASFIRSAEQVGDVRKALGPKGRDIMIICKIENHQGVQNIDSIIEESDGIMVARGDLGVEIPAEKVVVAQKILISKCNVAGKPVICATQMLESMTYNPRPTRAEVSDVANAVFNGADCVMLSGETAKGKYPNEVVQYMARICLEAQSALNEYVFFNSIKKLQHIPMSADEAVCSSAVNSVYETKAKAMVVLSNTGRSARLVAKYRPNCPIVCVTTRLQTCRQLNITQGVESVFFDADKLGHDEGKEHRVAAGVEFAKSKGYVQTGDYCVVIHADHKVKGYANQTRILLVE
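Kinase-Glo luminescence read after 1 h RT reaction of 0.1 nM LmPK with 0.5 mM PEP and 0.1 mM ADP. Activity scaled between uninhibited and enzyme-free controls.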
Pf growth 96h = inhibits malaria parasite growth, 96 h; P. falciparum luciferase reporter growth, 96 h; AID 504834; 320,000 compounds, 6.9% hits; Potency, µM (doses to about 28.7 µM), for inactives: at the highest dose activity change, negative = inhibition, actives largely listed as inhibitors; note: potency is the fitted concentration of half-maximal effect; % is set by controls: 0 for no effect and ±100 for the full control effect
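Compounds incubated with erythrocytes infected by luciferase-expressing P. falciparum (2% hematocrit, 0.05% parasitemia final) for 96 hours, 37 C in 5% CO2. Growth inhibition scored as decreased luciferase luminescence.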
CHX counter = counter-screen hit for Shiga toxin inhibitors, cycloheximide. cell reporter, cycloheximide protein synthesis inhibition counterscreen. max response, %. 300,000 compounds, 12% hits. AID 2314; in the data active = max response mostly above about 13%, no sharp cut-off; inactive = mostly below about 14%; note: read at 38.3 µM for the half of the compounds with a filed dose; 0% is about no effect
TbPYK inhibitor = blocks Trypanosoma brucei pyruvate kinase; AID 624173; 410,000 compounds, 0.12% hits; TbPYK enzyme, Kinase-Glo Plus ATP luminescence, 45 min; Potency, µM (doses to about 76.8 µM), inactives show at the top dose activity, negative = inhibition, hits mostly inhibitors; note: potency is the fitted concentration of half-maximal effect; % is set by controls: 0 for no effect and ±100 for the full control effect; nearly all actives have a fitted effect of over 50% in size
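Quantitative HTS: titrated library compounds versus trypanosomal pyruvate kinase in TEA buffer (pH 7.2) containing KCl, MgCl2, BSA and Tween-20. Reactions were initiated with ADP, 130 uM final. Kinase-Glo Plus luminescence was read after 45 min at RT.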
Shiga toxin inh = inhibitors of Shiga toxin in Vero cells | AID 2315 | inhibition, % at 38.7 µM | 290,000 compounds, 9.2% hits | Vero cells, Shiga toxin protein synthesis inhibition reporter; in the data active = inhibition mostly above about 28%, no sharp cut-off; inactive = mostly below about 43%; note: 0% is about no effect
AmpC inh no detg = inhibitors of E. coli AmpC beta-lactamase without detergent | P00811 | AmpC nitrocefin hydrolysis, absorbance 480 nm, 0.0001% Triton | Potency, µM (titrated, usually from 57.1 µM), for inactives: top-dose activity change, negative = inhibition, hits mostly inhibitors | 330,000 compounds, 0.52% hits | AID 485341;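 note: potency is the fitted concentration of half-maximal effect; plate controls were no compound for no effect and no enzyme for full effect; nearly all actives have a fitted effect of over 20% in size; some results filed as inactive show a strong effect at the top dose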
Target sequence (P00811 whole entry, looked up): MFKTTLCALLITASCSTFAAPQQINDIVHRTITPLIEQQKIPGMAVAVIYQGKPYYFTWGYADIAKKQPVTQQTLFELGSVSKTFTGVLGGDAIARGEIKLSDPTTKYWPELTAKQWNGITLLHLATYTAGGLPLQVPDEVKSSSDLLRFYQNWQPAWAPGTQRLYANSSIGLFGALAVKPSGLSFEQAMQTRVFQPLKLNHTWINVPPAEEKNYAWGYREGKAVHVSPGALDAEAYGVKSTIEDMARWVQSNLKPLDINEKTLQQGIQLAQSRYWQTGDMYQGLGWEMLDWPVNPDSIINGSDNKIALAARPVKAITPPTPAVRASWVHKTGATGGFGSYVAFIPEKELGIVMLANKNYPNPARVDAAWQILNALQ
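AmpC (5.3 nM in the dispensed reagent) in 20 mM phosphate pH 7.0 with 0.01% (detergent screen) or 0.0001% Triton X-100 was preincubated with compounds for 15 min at room temperature. Nitrocefin was then added from an 800 uM solution, and hydrolysis was followed at 480 nm.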
Starred values were filed as active, the others as inactive; ? = inconclusive; . = no result given; & = joins results of further samples; [ ] = dose if it differs, or a comment. Unless noted, calls come from the whole dose curve; as a rule, active = well fitted curve in the direction sought with a large enough effect; inconclusive = small, poorly fitted or top-dose-only effect, or another doubt; inactive = no such curve, though single readings can be large; an effect the other way counts as inactive or inconclusive.

mol,Pf growth 48h,LmPK inhibitor,Pf growth 96h,CHX counter,TbPYK inhibitor,Shiga toxin inh,AmpC inh no detg
O=S(=O)(c1ccc(F)cc1)N1CCN(S(=O)(=O)c2cc(F)ccc2F)CC1,32%,9%,-24%,-2,-8%,.,-20%
CC(=O)Oc1ccc(/C=C2\C=C(c3ccc(C)cc3)OC2=O)cc1,1%,0%,?,8,3%,8,-25%
O=C(Nc1cc(S(=O)(=O)N2CCCCC2)ccc1Cl)c1ccncc1,?,.,?,.,1%,.,-17%
CCOC(=O)c1c(NC(=O)C2(C)Cc3ccccc3C(=O)O2)sc2c1CCCC2 (centres undefined),-20%,1%,?,-2,-11%,-9,-25%
O=C(NCc1ccccc1)NC1(C(=O)Nc2ccc3c(c2)OCCO3)CCCCC1,7%,9%,?,30*,-1%,71*,-4%
FC(F)Oc1ccc(/C=N/n2c(Cc3ccc(Br)cc3)n[nH]c2=S)cc1,?,0%,?,8,?,2,-24%
Cc1ccc(-c2noc(CSc3nnc(Cc4cccs4)n3-c3ccccc3)n2)cc1,-11%,0%,4.7µM*,-3,-10%,-2,3%
Cc1ccc(C(=O)Oc2ccccc2N2CCOCC2)cc1,16%,-6%,18%,2,-20%,24,12%
CCOC(=O)c1sc(NC(=O)c2cccc(S(=O)(=O)N(CC)CC)c2)cc1C,.,-5%,2.1µM*,0,5%,-8,-12%
Cc1ccccc1N(C(=O)c1snc(C(N)=O)c1N)C(C)C(=O)NC1CCCCC1 (centres undefined),?,3%,11%,-5,-8%,-4,-30%
Cc1cc(Nc2cccc(F)c2)nc(N2CCOCC2)n1,0%,2%,39%[activator],14,0%,18,22%
COc1ccccc1C1CCN(Cc2ccccc2)CC1,17%[0.00184 µM],2%,20%,-2,-5%,-6,-19%
COc1cc(OC)c(C2Nc3cccc4cccc(c34)N2)c(OC)c1,-14%,0%,26%,-1,2%,-5,70%[activator]
CC(Sc1n[nH]c(N)n1)C(=O)C12CC3CC(CC(C3)C1)C2 (centres undefined),.,7%,0%,2,-2%,6,-21%
CCOC(=O)C1(Cc2cccc(OC)c2)CCCN(C(=O)c2cc(C)[nH]n2)C1 (centres undefined),24%,8%,37%[activator],-5,-2%,-14,-8%
COc1ccccc1C(=O)NCCC(=O)N(C)CC(=O)Nc1ccc(N2CCOCC2)cc1,0%,.,13%,.,0%,.,?
Cc1cc(OCC(=O)NNC(=O)c2ccncc2)ccc1C(C)C,?,.,10%,.,-5%,.,-9%
Cc1cccc(OCC(=O)NCCCNC(=O)c2ccccn2)c1,-12%,-4%,30%[activator],-3,-6%,-11,-2%
Cc1ccc(C2C(C#N)=C(N)N(c3ncn[nH]3)C3=C2C(=O)CC(C)(C)C3)cc1 (centres undefined),.,4%,?,-1,2%,-16,-26%
CCC(CC)C(=O)c1c[nH]c(C(=O)N2CCN(c3ccccc3)CC2)c1,-3%,1%,-3%,-3,6%,-8,-7%
COc1ccc(C(=O)Nc2ccnn2C2CCN(C(=O)c3cnsn3)CC2)cc1,-5%,12%,34%[activator],20*,-4%,54,0%
Cc1ccc2[nH]c(O)c(N=NC(=O)C3CC3c3ccccc3)c2c1Br (centres undefined),?,3%,-15%,-5,2%,-11,-29%
COc1ccc(NC(=O)CN(C)C(=O)CCNC(=O)c2ccccc2OC)cc1,-1%,.,-4%,.,-11%,.,-3%
CCC(C)Sc1nc2c(c(=O)[nH]c(=O)n2C)n1CC(O)COc1cccc2ccccc12 (centres undefined),10µM*,3%,11%,-4,-21%,-8,1%
CCC1SC(=NC(=O)c2ccc(Cl)c(Cl)c2)NC1=O (centres undefined),19%,2%,-19%,20*,7%,43,-42%
Cc1csc(N2CCc3ccccc32)n1,14%,-2%,32%[activator],23*,-1%,27,-21%
CCCCCCCSc1nnc(N)s1,-7%,6%,64%[activator],14*,0%,44*,-24%
O=C(Nc1nccs1)c1ccc(-c2ccc(Cl)cc2Cl)o1,-27%,0%,-12%,26*,6%,50*,-53%
COc1cc(OCC(N)=O)cc(OC)c1OC,12%,-6%,-7%,-4,2%,-2,-14%
O=[N+]([O-])c1ccc(C2CCCC/C2=N/O)c([N+](=O)[O-])c1 (centres undefined),-8%,1%,31%[activator],0,1%,-13,-16%

Some of the entries so far, with two lines to a compound.
The line under a structure holds: Pf growth 48h | LmPK inhibitor | Pf growth 96h | CHX counter | TbPYK inhibitor | Shiga toxin inh | AmpC inh no detg
O=C(Nc1cc(S(=O)(=O)N2CCCCC2)ccc1Cl)c1ccncc1
→ ? | . | ? | . | 1% | . | -17%
CCOC(=O)c1c(NC(=O)C2(C)Cc3ccccc3C(=O)O2)sc2c1CCCC2 (centres undefined)
→ -20% | 1% | ? | -2 | -11% | -9 | -25%
O=C(NCc1ccccc1)NC1(C(=O)Nc2ccc3c(c2)OCCO3)CCCCC1
→ 7% | 9% | ? | 30* | -1% | 71* | -4%
FC(F)Oc1ccc(/C=N/n2c(Cc3ccc(Br)cc3)n[nH]c2=S)cc1
→ ? | 0% | ? | 8 | ? | 2 | -24%
Cc1ccc(-c2noc(CSc3nnc(Cc4cccs4)n3-c3ccccc3)n2)cc1
→ -11% | 0% | 4.7µM* | -3 | -10% | -2 | 3%
Cc1ccc(C(=O)Oc2ccccc2N2CCOCC2)cc1
→ 16% | -6% | 18% | 2 | -20% | 24 | 12%
CCOC(=O)c1sc(NC(=O)c2cccc(S(=O)(=O)N(CC)CC)c2)cc1C
→ . | -5% | 2.1µM* | 0 | 5% | -8 | -12%

3 entries from above, with values under each structure:
The line under a structure holds: Pf growth 48h	LmPK inhibitor	Pf growth 96h	CHX counter	TbPYK inhibitor	Shiga toxin inh	AmpC inh no detg
O=C(NCc1ccccc1)NC1(C(=O)Nc2ccc3c(c2)OCCO3)CCCCC1
→ 7%	9%	?	30*	-1%	71*	-4%
Cc1ccc(C(=O)Oc2ccccc2N2CCOCC2)cc1
→ 16%	-6%	18%	2	-20%	24	12%
CC(=O)Oc1ccc(/C=C2\C=C(c3ccc(C)cc3)OC2=O)cc1
→ 1%	0%	?	8	3%	8	-25%

Next part
mol,Pf growth 48h,LmPK inhibitor,Pf growth 96h,CHX counter,TbPYK inhibitor,Shiga toxin inh,AmpC inh no detg
Cc1ccccc1C1=NCC(=O)N(CC(=O)N2CCCCC2)c2sc(C)c(C)c21,?,-2%,13µM*,-2,-1%,9,?
Cc1ccc2c(c1)N(CCC(=O)NCC1COc3ccccc3O1)C(=O)CO2 (centres undefined),21%,-2%,19%,-3,-3%,-11,24%
CCN(CC(=O)Nc1c(F)cccc1F)C(=O)c1cccc(S(=O)(=O)NCc2ccccc2)c1,-5%,.,-9%,.,1%,.,-11%
COc1ccc(C(=O)NCc2nnc(SCC(=O)Nc3nnc(C)s3)o2)cc1,?,3%,37%[activator],12,5%,-8,-25%
CCN(CC)C(=O)COc1cccc2ccccc12,28%,-5%,32%[activator],16,2%,5,-1%
CCOC(=O)C1(CCOc2ccccc2)CCN(Cc2ccc(C)s2)CC1,13µM*,5%,10µM*,-1,1%,-9,39%
COc1ccc(-n2c(SCC(=O)Nc3cc(C)on3)nc3ccc(O)cc3c2=O)cc1OC,?,5%,89%[activator],2,-8%,-11,72%[activator]
O=c1ccc(/C=C/c2ccccc2)nn1Cc1ccccc1Cl,.,5%,?,-6,-2%,-11,23%
Cc1cccc(NC(=O)CSc2nnc(C3CC3)n2CC2CCCO2)c1 (centres undefined),1%,-4%,-2%,6,-1%,-9,10%
C[C@@H]1CCCCCCCCCCC1=O,-9%,-1%,7%,-1,-7%,-16,-5%
COc1ccc2oc(=O)c(C(=O)Oc3ccc(NC(C)=O)cc3)cc2c1,2%,-1%,?,0,-5%,24,-16%
Cc1ccc(-c2nc(N)n(S(C)(=O)=O)n2)cc1,29%,-6%,-3%,30*,-3%,40,-16%
N=c1oc2cc(O)ccc2cc1C(=O)Nc1ccc(Cl)cc1,78%[activator],-1%,29%,43*,4%,114*,-20%
CCOC(=O)C1CCN(C(=O)c2ccc3c(c2)OCO3)CC1,8%,-1%,3%[5.75 µM],-3,-14%,-9,-12%
O=C(COc1cccc(C(F)(F)F)c1)N1CCN(c2ccccc2O)CC1,?,6%,-49%,16,5%,29,50%
CCCN1CCC2(CC1)NC(C(=O)O)Cc1c2[nH]c2ccccc12 (centres undefined),.,0%,5%,0,-18%,-3,-10%
CC(C)c1ccc(-n2ccnc2SCC(=O)O)cc1,14%,4%,13%,3,-4%,-8,-24%
CCOC(=O)[C@H]1[C@H]2COc3ccc(Cl)cc3[C@@H]2N2C(=O)CN(Cc3ccc(C)cc3)C(=O)[C@@]12C,12µM*,.,?,.,2%,.,171%[activator]
O=C(CN1CCCCC1)Nc1nc(-c2ccc(Cl)cc2)cs1,-7%,0%,1%,-4,-2%,-7,-14%
OC(COC(c1ccccc1)c1ccccc1)CN1CCN(c2ccccn2)CC1 (centres undefined),?,2%,?,-5,-15%,-15,124%[activator]
CCN(C(=O)c1ccc(Br)o1)C1CCS(=O)(=O)C1 (centres undefined),9%,.,9%,.,1%,.,-7%
CC1CCCC(C)N1C(=O)CN1C(=O)C(C)(C)Oc2ccc(C(=O)NC3CCCCC3)cc21 (centres undefined),?,0%,?,1,-8%,4,.
Cc1ccc(-c2nc3ccccc3s2)cc1NC(=O)c1ccc2c(c1)OCO2,?,3%,44%[activator],6,-6%,24,-26%
COc1ccc(S(=O)(=O)NCC2CCC(C(=O)NCc3cccnc3)CC2)cc1 (centres undefined),5%,13%,-4%,6,5%,-4,5%
CC(C)CCNC(=O)c1cn(C)c2ccc(S(=O)(=O)N3CCCC3)cc2c1=O,-12%,-12%,?,-10,-18%&-24%,3,-12%
O=C(COc1ccccc1C(=O)O)NC1CCCc2ccccc21 (centres undefined),-24%,9%,-24%,10,1%,-4,-16%
Nc1nc(SCC(=O)NCCCN2CCOCC2)nc2sc3c(c12)CCC3,-18%,-13%,6%,-3,2%,-3,19%
CCCN1C2CCCC1CC(NC(=S)Nc1cc(C)cc(C)c1)C2 (centres undefined),?,4%,?,1,1%,-17,-18%
Cc1ccc(-c2cc3c(n2-c2ccc(C(=O)O)cc2)CCCC3=O)cc1,4%,4%,-1%,19*,-9%,64*,-16%
COc1ccc(CCN(C)CCC(=O)Nc2cc(C)ccc2C)cc1OC,0%,-4%,-6%,5,-16%,2,23%
